sPLA2-III inh – human group III sPLA2 inhibitors, primary screen, biochemical, QFRET, BODIPY PC-A2 liposome substrate; 370,000 tested, 0.56% active; QFRET BODIPY PC-A2 liposome hydrolysis, fluorescence; inhibition, % at 12.2 µM;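 active = inhibition above mean plus 3 SD of compounds lying within the high and low control bounds, cut at about 19% in these data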;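 note: 0% = median of test compound wells and 100% = no enzyme DMSO wells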
GAA850 FXN act – FXN promoter activators, primary screen, cell-based, luciferase luminescence, HEK293 lucGAA850; HEK293 lucGAA850 FXN promoter luciferase reporter, 24 h; percent of 10 µM SAHA response; activation, % at 6 µM; 360,000 tested, 0.56% active;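 active = activation above the average of all compounds screened plus 3 SD, cutoff fixed separately per campaign, cut at about 7.5% in these data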;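 note: 0% = DMSO wells and 100% = 10 µM SAHA wells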
hgDAF12 agonist – H. glycines DAF-12 receptor agonists, primary screen, cell-based, luminescence, HEK293, GAL4 fusion, UAS-luciferase | Nuclear hormone receptor DAF-12 (Heterodera glycines), GAL4 fusion | HEK293 GAL4-hgDAF12 UAS-luciferase reporter, agonist luminescence; normalized to butyrate control | activation, % at 6.8 µM | 370,000 tested, 1.8% active;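 active = activation above a cutoff set at the mean of all screened compounds plus 3 SD, cut at about 10% in these data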;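 note: 0% = DMSO wells and 100% = sodium butyrate wells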
PLC-beta3 inh – human PLC-beta3 inhibitors, primary screen, biochemical, fluorescence | inhibition, % at 12.2 µM | 370,000 tested, 0.18% active | 1-phosphatidylinositol 4,5-bisphosphate phosphodiesterase beta-3 (Homo sapiens), Q01970 | Purified PLC-beta3, fluorogenic substrate; in the data active = inhibition above about 11%;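 note: 0% = median of compound wells on plate and 100% = full blocker control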
NR1D1 modulator – modulators of Rev-erb alpha DNA binding, primary screen, biochemical, FITC-DNA, fluorescence polarization, uHTS; Nuclear receptor subfamily 1 group D member 1 (Homo sapiens), P20393; Rev-erbα–FITC-DNA binding, 90 min; activity, % at 10 µM; 370,000 tested, 0.79% active; AID 1259318, 2017;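 active = activity above about 14%, limit read from the data; passing the limit was not always enough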;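 note: 0% = DMSO wells with 35 nM protein and 100% = DMSO wells with 750 nM protein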
Target sequence (P20393 whole entry, looked up): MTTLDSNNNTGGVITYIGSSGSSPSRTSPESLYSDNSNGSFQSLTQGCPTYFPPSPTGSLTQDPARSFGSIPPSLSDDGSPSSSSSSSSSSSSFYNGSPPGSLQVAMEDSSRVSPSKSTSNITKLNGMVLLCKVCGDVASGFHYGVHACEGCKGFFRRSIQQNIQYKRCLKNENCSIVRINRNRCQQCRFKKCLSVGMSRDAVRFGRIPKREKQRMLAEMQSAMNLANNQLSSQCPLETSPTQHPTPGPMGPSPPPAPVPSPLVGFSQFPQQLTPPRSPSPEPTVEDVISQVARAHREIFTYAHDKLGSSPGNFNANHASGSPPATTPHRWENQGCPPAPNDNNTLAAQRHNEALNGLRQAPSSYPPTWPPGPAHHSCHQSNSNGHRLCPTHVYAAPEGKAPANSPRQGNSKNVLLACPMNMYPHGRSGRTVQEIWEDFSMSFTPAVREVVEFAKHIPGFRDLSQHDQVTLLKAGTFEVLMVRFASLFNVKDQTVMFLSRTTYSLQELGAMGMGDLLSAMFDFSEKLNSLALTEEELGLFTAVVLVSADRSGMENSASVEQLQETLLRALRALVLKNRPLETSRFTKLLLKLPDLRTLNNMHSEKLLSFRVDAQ
DAX1 inh-1 – DAX1 (NR0B1) inhibitors on StAR promoter, primary screen, cell-based, luminescence, SF-1 (NR5A1), full-length DAX-1. inhibition, % at 6.8 µM. HEK293T StAR-luciferase reporter, SF-1/DAX-1 repression relief. AID 652010, 2013. 370,000 tested, 1.1% active;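 active = inhibition above the mean over all tested compounds plus 3 SD, cut at about 3.6% in these data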;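 note: 0% = DAX-1 cells with DMSO and 100% = cells lacking DAX-1 with DMSO; higher inhibition means more luminescence from relief of DAX-1 repression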
DAX1 inh-2 – DAX1 (NR0B1) inhibitors, primary screen, cell-based, HEK293, Gal4-DAX1, luciferase luminescence; AID 504766, 2011; 340,000 tested, 0.99% active; inhibition, % at 6.75 µM; HEK293 Gal4-DAX1 luciferase reporter; Nuclear receptor subfamily 0 group B member 1 (Homo sapiens), P51843;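 active = inhibition above the mean over all tested compounds plus 3 SD, cut at about 4.2% in these data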;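 note: 0% = DAX1-transfected cells with DMSO and 100% = empty-vector control cells with DMSO; inhibition shows as a rise in luminescence from relieved DAX1 repression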
Target sequence (P51843 207-470 limits assumed): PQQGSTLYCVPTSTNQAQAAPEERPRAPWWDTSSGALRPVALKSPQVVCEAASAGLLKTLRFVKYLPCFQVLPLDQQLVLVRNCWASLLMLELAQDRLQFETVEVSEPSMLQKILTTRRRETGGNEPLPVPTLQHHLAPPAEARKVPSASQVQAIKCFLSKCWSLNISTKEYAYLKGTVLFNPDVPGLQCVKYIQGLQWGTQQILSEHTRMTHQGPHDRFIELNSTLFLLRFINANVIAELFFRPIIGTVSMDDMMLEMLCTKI
hcDAF12 agonist – H. contortus DAF-12 nuclear receptor activators, primary screen, cell-based, luminescence, HEK293, lit1-tk-luc reporter | HEK293 hcDAF-12 lit1-tk-luc reporter; 0% DMSO, 100% Δ7-dafachronic acid | AID 652067, 2013 | 370,000 tested, 1.4% active | activation, % at 6.8 µM;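 active = activation above the mean of all tested compounds plus 3 SD, cut at about 5.5% in these data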;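 note: 100% = response to 3 µM Δ7-dafachronic acid high control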
SMARCA2 act – SMARCA2 (BRM) function activators, primary screen, cell-based, luminescence, high throughput. MG213 cells, MMTV-luciferase reporter, dexamethasone, overnight. activation, % at 9.1 µM. 370,000 tested, 1% active; in the data active = activation above about 7.8%;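 note: 0% = vehicle wells and 100% = reference activator wells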
ssDAF-12 act – S. stercoralis DAF-12 nuclear receptor activators, primary screen, cell-based, luminescence, HEK293, GRIP1 co-expression, lit1-tk-luc. Nuclear hormone receptor DAF-12 (Strongyloides stercoralis). HEK293 ssDAF-12/GRIP1 lit1-tk-luc reporter; % of 3 µM dafachronic acid response. activation, % at 6.8 µM. 370,000 tested, 1% active. AID 652126, 2013;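 active = activation above the mean over all tested compounds plus 3 SD, cut at about 0.9% in these data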;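 note: 0% = DMSO-only wells and 100% = 3 µM delta7-dafachronic acid wells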
PG9 binder – binders of HIV-1 gp120 antibody PG9, primary screen, biochemical, TR-FRET; HIV-1 gp120 / PG9 antibody interaction; TR-FRET gp120-PG9 antibody binding; inhibition, % at 6.7 µM; 360,000 tested, 0.43% active; in the data active = inhibition above about 8.5%
Numbers without * were called inactive; . = not tested or not shown.

SMILES | sPLA2-III inh | GAA850 FXN act | hgDAF12 agonist | PLC-beta3 inh | NR1D1 modulator | DAX1 inh-1 | DAX1 inh-2 | hcDAF12 agonist | SMARCA2 act | ssDAF-12 act | PG9 binder
CCCNC(=O)C(Cc1ccc(I)cc1)NC(=O)c1ccc2ccccc2n1 (stereo not drawn) | 3.7 | -0.6 | -0.2 | 1.7 | 10.6 | -0.4 | -0.8 | -0.5 | -0.8 | -1.4 | 2.0
O=C(c1cn(Cc2ccccc2)nc1-c1ccc(Cl)cc1)N1CCN(c2ccccn2)CC1 | -15.5 | -1.4 | 0.5 | -5.3 | 1.6 | -1.3 | 0.9 | 0.8 | -2.5 | -0.1 | 1.8
COc1ccc2c(C)c(C(=O)N3CCN(Cc4ccccc4)CC3)oc2c1 | 1.1 | 3.6 | 0.3 | -0.1 | 1.1 | -0.2 | 0.2 | -1.7 | -3.8 | -1.5 | 0.3
CCCc1c(O)c2ccccc2n(-c2ccccc2)c1=O | -5.7 | -1.2 | -1.4 | -18.9 | 0.6 | -0.6 | -0.4 | -1.4 | 2.7 | -1.2 | -0.2
CCOc1ccc(N2CC(C(=O)NC3CCCC3)CC2=O)cc1 (stereo not drawn) | 6.2 | 0.4 | 1.3 | -6.1 | -3.3 | -0.2 | -0.1 | 0.3 | -2.8 | -1.2 | 0.0
Cc1cc(N2CCOCC2)c(F)cc1C(=O)c1ccccc1 | 0.0 | -0.8 | 0.3 | -12.3 | -1.0 | -0.6 | -0.1 | -2.3 | -3.6 | -0.7 | -0.3
O=C(CN1CCCCCC1)Nc1ccc(S(=O)(=O)N2CCOCC2)cc1 | -1.5 | 0.3 | 0.2 | -6.4 | 7.2 | -0.3 | 1.0 | 0.9 | -1.8 | -1.0 | -0.1
Cc1cc(Br)cn2c(Cc3ccccc3C(F)(F)F)c(-c3cccc(Br)c3)nc12 | -29.6 | . | -4.3 | -8.2 | 11.2 | -1.3 | . | -0.8 | -2.6 | -1.0 | 1.6
CC(C)c1nnc(SCC(=O)NCc2ccc3c(c2)OCO3)n1C | -1.8 | -0.7 | 0.2 | 3.1 | -1.7 | -0.6 | -0.3 | 0.5 | 0.3 | -1.0 | -0.3
O=C(OCc1cn([C@H]2CN(C(=O)C3CCCCC3)[C@@H](c3ccc(Cl)cc3)C[C@@H]2O)nn1)c1ccccc1 | -33.5 | -0.4 | 0.5 | 4.3 | 2.7 | -0.4 | 0.2 | 5.0 | 1.1 | -0.5 | -0.7
COc1ccc(NCC(=O)Nc2ccccc2C#N)cc1Cl | 0.7 | -0.3 | 1.2 | -1.5 | 1.7 | 0.3 | 1.1 | -0.2 | 0.5 | -1.7 | -0.8
O=S(=O)(NCc1ccccc1Br)c1ccccc1Br | -8.2 | -2.5 | -1.6 | -1.9 | -0.3 | 0.1 | 0.4 | -1.2 | -0.6 | -1.0 | -0.8
O=C(O)c1cc(S(=O)(=O)N(Cc2ccccc2)c2ccccc2)ccc1Cl | -6.6 | -0.7 | -0.4 | -6.7 | 7.0 | -0.2 | -1.0 | -0.9 | -2.5 | -1.0 | -0.3
CN1CCc2c(sc3c2c(=O)n(-c2ccccc2)c2nnc(SCc4ccc(Cl)cc4)n32)C1 | -6.8 | 0.5 | -0.9 | -82.7 | 1.4 | -0.7 | -0.2 | -1.5 | -1.2 | -2.2 | 1.6
COC(=O)c1sccc1NC(=O)CC1C(=O)NCCN1C(=O)Nc1cc(Cl)ccc1OC (stereo not drawn) | -7.5 | -0.1 | -1.9 | -3.7 | 0.3 | 0.0 | . | -2.3 | -4.2 | -1.6 | 0.6
Cc1ccc(C(=O)CSc2nnc(-c3ccccc3)o2)cc1 | -18.5 | -0.2 | -0.2 | -3.2 | 3.6 | 0.4 | 0.8 | -1.6 | -1.4 | -2.1 | -0.7
COc1ccc(N(CC(=O)N2CCc3ccccc3C2)S(C)(=O)=O)cc1 | 0.1 | -3.7 | -1.1 | 2.4 | -4.3 | 0.1 | -0.5 | -0.8 | -0.3 | -1.4 | 0.9
O=c1oc(-c2ccc(Cl)c(Cl)c2)nn1-c1ccc(C(F)(F)F)cn1 | 30.3* | -1.2 | -0.9 | -10.3 | -0.7 | 0.4 | . | -1.6 | -3.4 | -0.8 | -0.2
COc1ccccc1NC(=O)CSc1nnc(CNC(=O)COc2ccc(Cl)cc2)o1 | -13.5 | 0.4 | -2.1 | -0.8 | -2.3 | -0.3 | 0.2 | -2.0 | -5.0 | -0.7 | -0.5
CCC(C)(C)NC(=O)CN(C(=O)c1snc(C(N)=O)c1N)c1ccc(OC)c(OC)c1 | -0.2 | -1.8 | 1.1 | -0.7 | -2.9 | -0.1 | 1.4 | -0.6 | -3.5 | -1.4 | 0.6
Cc1cccc(C)c1OCc1nnc(SCC(=O)NCCc2ccccc2)o1 | -11.6 | -2.9 | -0.5 | -4.1 | -2.7 | -0.4 | -0.4 | -2.1 | 0.3 | -1.3 | -0.5
Cc1ccccc1N(CC(=O)NCC1CCCO1)C(=O)CCC(=O)Nc1nccs1 (stereo not drawn) | 1.9 | 2.3 | -0.4 | -4.5 | 0.5 | 0.2 | -0.8 | -1.4 | -2.4 | -1.4 | -0.4
CCOC(=O)CC[C@@]1(C(=O)OCC)C[C@@H](CC(=O)NCCCN2CCCC2=O)C(=O)N2CCCC=C21 | 5.4 | . | -1.2 | 0.6 | 0.9 | 1.6 | . | -1.5 | -2.7 | -0.7 | .
O=c1cc(CN2CCN(Cc3ccccc3)CC2)c2cc(O)ccc2o1 | -12.7 | 0.0 | -1.8 | -11.7 | 0.7 | -0.4 | -0.2 | -1.8 | 0.2 | -1.4 | 1.9
COc1cccc(NC(=O)c2cccc(NC(=O)c3ccco3)c2)c1 | -2.0 | 0.1 | 4.2 | 0.7 | -0.7 | -0.7 | -0.5 | 1.1 | 1.6 | -0.7 | -1.6
COc1cccc(CNc2ccc([N+](=O)[O-])c(NCC(=O)O)n2)c1 | 0.8 | 0.0 | 1.3 | 1.1 | -5.3 | -0.9 | 1.7 | -1.2 | -0.6 | -1.4 | -1.3
Cc1noc(C)c1S(=O)(=O)N1CCCC(C(=O)NCCc2ccc(Cl)cc2)C1 (stereo not drawn) | 1.6 | -0.2 | -0.7 | -1.2 | 1.0 | 0.0 | -0.7 | -1.7 | -1.4 | -0.4 | 1.2
CNc1nc(N)c([N+](=O)[O-])c(NC2CCCCC2)n1 | -1.8 | 2.8 | -1.8 | -0.4 | -0.4 | 0.1 | 0.2 | -3.5 | 2.9 | -1.5 | -0.7
CCOC(=O)N1CCN(C(=O)C[C@@H]2C[C@]3(C(=O)OCC)CCC4=C3N(CCC4)C2=O)CC1 | 7.7 | . | 1.5 | -1.3 | 2.5 | -0.7 | . | -0.4 | -3.4 | -1.4 | .
COc1ccc(Cc2nc(-c3ccc(Br)o3)no2)cc1OC | -1.2 | 4.1 | 5.0 | -3.5 | 4.7 | 1.2 | 2.2 | 3.8 | 3.7 | -0.7 | -1.4
CCOC(=O)[C@@]12CCCC3=C1N(CCC3)C(=O)[C@H]2CC(=O)NCc1ccc(C)o1 | -3.9 | . | -1.5 | -0.4 | 5.4 | -0.1 | . | -2.1 | 0.3 | -1.3 | .
Cc1ccccc1OCC(=O)N=Nc1c(O)n(C)c2ccccc12 | 1.8 | 1.2 | 0.3 | -6.9 | -5.8 | 0.2 | 2.1 | 4.8 | -0.1 | -0.2 | -2.2
CCn1cc(S(=O)(=O)NCCc2ccccc2OC)cn1 | 4.3 | -0.4 | -0.5 | -4.8 | 4.2 | 0.7 | 0.6 | -1.3 | -1.5 | -1.0 | 0.0
CCOC(=O)/C(=N\Nc1ccccc1Cl)N1CCN(Cc2ccccc2)CC1 | -2.7 | 2.4 | 1.2 | 3.1 | -3.5 | -1.0 | -2.1 | 0.1 | -1.6 | -0.7 | -0.2
Cn1c(SCC(=O)Nc2ccccc2F)nnc1-c1cccnc1 | 4.0 | -0.2 | 2.1 | 1.9 | -0.9 | 0.4 | 1.2 | 0.5 | 0.1 | -0.6 | -2.4
C=C1CCCC2OC(CC3=CC4/C(C)=C/CC(C)CC(/C=C(\C)C(O)C5CC(O)C(O)C(CCC(O)/C=C/C(C)=C/CCC6=NCCC(C3)C64C)O5)OC(=O)CC3OC(C(O)C1)C(O)C3O)CC(O)C2O (stereo not drawn) | -29.4 | 7.2 | -0.5 | -8.1 | 4.0 | 7.9* | . | 5.8* | 1.2 | 0.2 | -1.7
O=c1c2[nH]c3ccc(Cl)cc3c2ncn1CCN1CCCCC1 | 0.2 | 0.6 | -0.8 | 1.1 | 1.3 | 0.1 | -0.1 | 0.2 | 1.2 | -1.2 | -1.7
COc1cc(/C=N/NC(=O)c2cc(-c3cccn3C)n[nH]2)cc(OC)c1OC | -6.0 | 0.2 | 0.0 | -25.1 | -1.1 | -1.1 | -1.2 | -0.9 | 2.6 | -1.6 | 0.6
Fc1ccccc1N1CCN(c2nc3ccccc3n3nnnc23)CC1 | -7.4 | 0.6 | 3.1 | -17.6 | 7.1 | 0.7 | 0.5 | 1.2 | 4.0 | -0.2 | -4.2
COc1cccc(C2c3c(oc4ccc(F)cc4c3=O)C(=O)N2CCN2CCOCC2)c1OC (stereo not drawn) | 6.9 | -0.8 | 4.7 | -59.0 | -2.5 | 1.6 | 0.4 | -0.7 | -3.1 | -0.9 | -2.1

Entries of single compounds, looked up by structure. Values in the order: sPLA2-III inh, GAA850 FXN act, hgDAF12 agonist, PLC-beta3 inh, NR1D1 modulator, DAX1 inh-1, DAX1 inh-2, hcDAF12 agonist, SMARCA2 act, ssDAF-12 act, PG9 binder
Shown for COc1cccc(NC(=O)c2cccc(NC(=O)c3ccco3)c2)c1 → -2.0, 0.1, 4.2, 0.7, -0.7, -0.7, -0.5, 1.1, 1.6, -0.7, -1.6
Shown for CCOC(=O)[C@@]12CCCC3=C1N(CCC3)C(=O)[C@H]2CC(=O)NCc1ccc(C)o1 → -3.9, ., -1.5, -0.4, 5.4, -0.1, ., -2.1, 0.3, -1.3, .
